NR3A LBD binder: modulators (binders) of human NR3A ligand-binding domain | NR3A LBD differential scanning fluorimetry, Tm shift; 0% = protein alone, 100% = glycine-bound protein | 2.5% of 340,000 active | Tm shift relative to glycine control, % at 25 µM;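 active means melting temperature shift of at least 10% of the positive control shift, at one fixed dose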
SENP6 block: SENP6 protease inhibition | Q9GZR1 | Recombinant SENP6 catalytic domain, aminoluciferin luminescence | inhibition, % at 10 µM | 1.8% of 330,000 active | AID 2599;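 active means inhibition above about 50% at the single tested dose, limit read from the data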;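 further: plate controls were DMSO wells with enzyme for no effect and DMSO wells lacking enzyme for full effect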
Target sequence (Q9GZR1 628-1112 limits assumed): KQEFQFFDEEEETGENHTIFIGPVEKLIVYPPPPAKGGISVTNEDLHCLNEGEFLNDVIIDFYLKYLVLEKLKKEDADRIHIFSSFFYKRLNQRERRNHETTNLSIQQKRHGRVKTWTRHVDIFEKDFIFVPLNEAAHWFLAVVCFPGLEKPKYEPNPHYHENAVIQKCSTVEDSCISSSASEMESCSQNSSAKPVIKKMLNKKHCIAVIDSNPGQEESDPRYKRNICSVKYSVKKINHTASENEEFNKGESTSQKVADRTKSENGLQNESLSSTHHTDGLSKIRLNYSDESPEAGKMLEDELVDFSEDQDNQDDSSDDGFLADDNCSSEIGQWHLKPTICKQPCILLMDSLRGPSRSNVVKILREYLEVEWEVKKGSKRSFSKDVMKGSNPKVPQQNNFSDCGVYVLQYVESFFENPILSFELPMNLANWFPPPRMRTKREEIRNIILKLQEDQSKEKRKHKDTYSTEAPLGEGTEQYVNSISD
SENP1 inh: SENP1 (human) catalytic domain inhibition | Q9P0U3 | inhibition, % at 10 µM | 0.21% of 360,000 active | AID 624204 | recombinant SENP1 catalytic domain, CyPet-SUMO1-YPet FRET cleavage;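 active means inhibition at least 30% at 10 µM, raw YFP signal under a set limit, fluorescence ratio 0.5 to 1.5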;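 further: 0% = enzyme with DMSO and 100% = no enzyme wells; some results filed as inactive read as strong as hits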
Target sequence (Q9P0U3 419-644 limits assumed): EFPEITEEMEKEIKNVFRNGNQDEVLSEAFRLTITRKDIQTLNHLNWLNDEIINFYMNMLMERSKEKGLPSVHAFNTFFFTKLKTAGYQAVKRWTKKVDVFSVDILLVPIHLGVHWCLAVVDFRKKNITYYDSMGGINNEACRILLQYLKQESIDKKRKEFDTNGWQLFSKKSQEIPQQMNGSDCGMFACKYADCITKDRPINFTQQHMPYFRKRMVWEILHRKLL
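System: Recombinant human SENP1 catalytic domain, His6-tagged | Incubation: Enzyme reaction for 50 min at room temperature, dark | Medium: Tris pH 8 with BME, BSA, NP40 and catalase | Also added: 25 nM SUMO1 FRET substrate | Compound: 10 µM single point, 0.5% DMSO | Measured by: FRET fluorescence in CFP and YFP emission channels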
hIAP act: increases human intestinal alkaline phosphatase activity; P09923; activation factor at 10 µM; purified human IAP, CDP-Star luminescence, 30 min; hits give high values; 1 = vehicle-only enzyme, 0 = enzyme-free background; 0.16% of 330,000 active; AID 2524;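 active means activation factor of the enzyme at least 2-fold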; further: the source names both 10 and 20 µM as test concentration; values of inactives mirror those of a sister screen read the other way
MPTP inh: permeability transition pore inhibition; isolated mouse mitochondria, Ca2+ swelling absorbance, 30 min; inhibition, % at 10 µM; 1.4% of 360,000 active; AID 602449;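 active means inhibition of 50% or more, scaled per plate between neutral and stimulator controls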;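 further: 0% = DMSO wells given calcium and 100% = 1 mM EGTA wells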
SENP8 inh: inhibitors of human SENP8 protease. inhibition, % at 20 µM. recombinant SENP8, Nedd8 substrate fluorescence. 0.64% of 360,000 active. Q96LD8; in the data active means inhibition mostly above about 40%, no sharp cut-off; inactive means mostly below about 27%
Target sequence (Q96LD8 whole entry, looked up): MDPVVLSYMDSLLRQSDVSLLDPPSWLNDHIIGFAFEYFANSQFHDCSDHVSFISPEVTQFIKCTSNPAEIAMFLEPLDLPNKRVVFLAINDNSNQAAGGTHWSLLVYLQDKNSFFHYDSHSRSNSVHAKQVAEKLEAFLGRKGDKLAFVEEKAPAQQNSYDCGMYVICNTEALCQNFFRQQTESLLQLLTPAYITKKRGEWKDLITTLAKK
PfGluPho inh: PfG6PD (Plasmodium falciparum) enzyme inhibition. 0.78% of 350,000 active. PfGluPho enzyme, NADPH resazurin-diaphorase fluorescence. AID 504690. inhibition, % at 20 µM;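 active means inhibition reaching at least a set limit at 20 µM in the primary screen, cut at about 59% in these data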;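 further: 0% = DMSO wells with substrate and 100% = DMSO wells lacking glucose-6-phosphate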
ATG4B inhibitor: inhibitors of human ATG4B cysteine protease. 0.51% of 340,000 active. AID 504462. inhibition, % at 8.33 µM. ATG4B cleavage of LC3-PLA2, NBD-HPC fluorescence, 1 h; in the data active means inhibition above about 40%
Numbers without * were called inactive; i = inactive; x = not tested or not shown.

SMILES | NR3A LBD binder | SENP6 block | SENP1 inh | hIAP act | MPTP inh | SENP8 inh | PfGluPho inh | ATG4B inhibitor
CC(O)CN(C)CC/C=C1/c2ccccc2CSc2ccccc21 (stereo not given) | -6 | 2 | 0 | 0.84 | -0.4 | 25 | -14 | 10
COc1ccc2cc(C#N)c(N3CCN(Cc4nnnn4CCC(C)C)CC3)nc2c1 | -2 | -18 | -10 | 1.1 | -2.7 | -430 | 13 | -13
C/C(=N\NC(=O)c1cc(-c2ccncc2)nc2ccccc12)c1ccc(OC(F)F)cc1 | -4 | 0 | 2 | 1 | -0.6 | 26 | 17 | -17
CCCCCN(C(=O)CCC(=O)OCc1cccc(F)c1)c1c(N)n(CCCC)c(=O)[nH]c1=O | -1 | -8 | -1 | 1 | -0.9 | 11 | 11 | -10
Cc1c(C(=O)O)sc(S(=O)(=O)N2CCN(C(=O)CCc3ccccc3)CC2)c1C(=O)O | -1 | -19 | 2 | 1.4 | 0.1 | 5 | -8 | -5
CCN(CC)S(=O)(=O)c1ccc(N2CCOCC2)c(NC(=O)C(C)Oc2ccc(F)cc2)c1 (stereo not given) | 2 | 4 | 6 | 1 | 1.4 | -1 | 14 | 3
Clc1ccc(-c2nc(CSc3ccccn3)cs2)cc1 | x | x | 1 | x | -1.3 | 0 | 14 | x
COc1ccccc1Nc1nc(N)nc(CN(C)C2CCCCC2)n1 | 3 | 6 | 0 | 1.1 | 0.7 | 26 | 13 | -8
COCCNC(=O)c1ccc2c(c1)ncn2-c1ccc(C)c(Cl)c1 | -9 | -7 | 2 | 1 | 0.9 | 14 | 4 | -1
S=C(NCCCN1CCOCC1)N1CCN(c2cccc(Cl)c2)CC1 | 2 | -14 | 2 | 0.96 | -0.2 | 17 | 1 | -8
O=C1SCCC1NS(=O)(=O)c1ccccc1[N+](=O)[O-] (stereo not given) | 0 | 19 | 3 | 1.1 | -1.1 | -4 | 1 | -4
CCN(CC(=O)Nc1cc(Cl)ccc1C)C(=O)c1oc2ccc(OC)cc2c1C | -6 | -10 | -9 | 1.1 | -1.4 | -120 | 3 | -3

Reprinted from the part before: 7 compounds, followed by the next part.
SMILES | NR3A LBD binder | SENP6 block | SENP1 inh | hIAP act | MPTP inh | SENP8 inh | PfGluPho inh | ATG4B inhibitor
CCN(CC)S(=O)(=O)c1ccc(N2CCOCC2)c(NC(=O)C(C)Oc2ccc(F)cc2)c1 (stereo not given) | 2 | 4 | 6 | 1 | 1.4 | -1 | 14 | 3
Clc1ccc(-c2nc(CSc3ccccn3)cs2)cc1 | x | x | 1 | x | -1.3 | 0 | 14 | x
COc1ccccc1Nc1nc(N)nc(CN(C)C2CCCCC2)n1 | 3 | 6 | 0 | 1.1 | 0.7 | 26 | 13 | -8
COCCNC(=O)c1ccc2c(c1)ncn2-c1ccc(C)c(Cl)c1 | -9 | -7 | 2 | 1 | 0.9 | 14 | 4 | -1
S=C(NCCCN1CCOCC1)N1CCN(c2cccc(Cl)c2)CC1 | 2 | -14 | 2 | 0.96 | -0.2 | 17 | 1 | -8
O=C1SCCC1NS(=O)(=O)c1ccccc1[N+](=O)[O-] (stereo not given) | 0 | 19 | 3 | 1.1 | -1.1 | -4 | 1 | -4
CCN(CC(=O)Nc1cc(Cl)ccc1C)C(=O)c1oc2ccc(OC)cc2c1C | -6 | -10 | -9 | 1.1 | -1.4 | -120 | 3 | -3
COc1ccc(Cl)cc1NC(=O)CSc1nnc(C)c(=O)n1N | 13* | -15 | 3 | 1.3 | -1.5 | 0 | 7 | 0
Cc1ccc(S(=O)(=O)N2[C@@H](c3ccccc3F)C(C(=O)O)=CC[C@H]2c2ccc(C(C)C)cc2)cc1 | -3 | -1 | -3 | 0.98 | -1.8 | 17 | -25 | -2
Cc1ccc(C(C)C)c(OCCCn2ccnc2C)c1 | -1 | -3 | 3 | 0.81 | 0.2 | 2 | -1 | -2
COc1ccc(-c2[nH]ncc2CN(C)Cc2nonc2C)c(OC)c1 | -2 | 5 | -1 | 1 | 1.7 | 5 | -14 | -9
CCOP(=O)(OCC)C(NC(=O)C(F)(F)F)c1ccccc1 (stereo not given) | 0 | -12 | 1 | 0.93 | -0.8 | 0 | -7 | 11
O=C(/C=C/c1c(F)cccc1Cl)N1CCc2ccccc2C1 | -1 | 9 | 0 | 0.98 | -0.5 | 6 | -9 | 33
NC(=O)C1CCN(CCC(=O)Nc2ccc(F)c(F)c2)CC1 | -4 | -26 | -1 | 1.2 | -1.4 | 13 | -2 | -4
Cc1ccccc1C(=O)OC1OC(=O)C(Cl)=C1N1CCOCC1 (stereo not given) | 0 | 5 | 2 | 1.1 | -1.2 | 20 | -9 | -1
CCC(=O)NC(=S)Nc1ccc(Cl)cn1 | 1 | -1 | 1 | 1.1 | -0.6 | 10 | 2 | -10
CC(=O)c1ccc(N2C(=NC(=O)CCC3CCCC3)SC3CS(=O)(=O)CC32)cc1 (stereo not given) | 2 | 2 | 2 | 1 | 0.4 | 7 | -7 | 4
Cn1cc(/C=C/c2cc[n+](C)cc2)c2cc(F)ccc21 | -4 | x | -23 | x | 1.6 | -34 | -15 | 0
CCCOC(=O)c1ccc(NC(=O)c2nc3nc(C)cc(C)n3n2)cc1 | -1 | 0 | 0 | 1 | -2.4 | -9 | 13 | 2
Cc1nnc(NC(=O)c2ccc3ccccc3c2)s1 | 1 | 12 | -1 | 0.91 | 1.1 | -20 | 20 | -2
COc1ccc(-c2csc(NC(=O)c3ccccc3F)n2)cc1 | -19 | -1 | -2 | 0.98 | 0.0 | -8 | 13 | 24
COCCN(C(=O)CSc1nnc(-c2ccc(C)cc2)n1N)c1c(N)n(Cc2ccccc2)c(=O)[nH]c1=O | 1 | -19 | 1 | 1 | -0.3 | 0 | -12 | -7
COc1ccc(C(=O)O)cc1S(=O)(=O)NCCCN1CCCC1=O | 0 | -1 | -1 | 0.95 | -0.2 | 22 | 10 | 8
CCCOc1ccc(C(=O)Nc2cc(-c3nn4c(C)nnc4s3)ccc2C)cc1 | -2 | 7 | 1 | 1.2 | 0.1 | -3 | 5 | -3
COc1nc(C)cc(C)c1S(=O)(=O)c1ccccc1 | 0 | -26 | 3 | 0.86 | 0.8 | 22 | 7 | 5
O=C(O)c1ccc(-n2ncc(Cl)c(Cl)c2=O)cc1 | x | x | 3 | x | 0.5 | 8 | 2 | x
COCCNC(=O)CCc1nc(-c2ccccc2)no1 | -4 | -20 | -2 | 1.2 | -0.7 | 23 | -14 | 3
Cc1cc(Br)ccc1NC(=O)CN(C)C(=O)CCSc1ccc(F)cc1 | 0 | -14 | -1 | 1.3 | 0.3 | 13 | 4 | -4
C=CCNC(=S)NNC(=O)Cn1c(-c2ccccc2)cc(=O)n2ncnc12 | 0 | 1 | 4 | 0.97 | 0.5 | 11 | 8 | 1
Cc1ccc(NC(=S)NCc2ccc(Cl)cc2)c(C)c1 | 0 | 2 | 4 | 0.94 | 2.6 | 12 | -4 | 8
CC(C)[C@H](N)c1nnc(SCc2ccc(Cl)cc2)o1 | 0 | -4 | 3 | 1.2 | -0.8 | 16 | -5 | -7
CN(C)c1ccc(NC(=S)c2ccc3ccccc3n2)cc1 | -8 | 5 | 22 | 1 | -0.5 | 42* | 67* | 3
CCOC(=O)c1c(NC(=O)COC(=O)Cn2cnc3c2c(=O)n(C)c(=O)n3C)sc(C)c1CC | -2 | 0 | 2 | 0.99 | 0.6 | -11 | 6 | -6
O=C(NCc1ccccc1Cl)c1cccc2c1C(=O)c1ccc(-c3ccc(OC(F)(F)F)cc3)cc1S2(=O)=O | -5 | 2 | 2 | 1 | -5.5 | 2 | -18 | -1
Cc1[nH]n(C(N)=S)c(=O)c1N=Nc1ccc2ccccc2c1 | 8 | x | 7 | x | 4.2 | 6 | -12 | 4
O=S1(=O)CCN(Cc2ccccc2)CC1 | x | x | 0 | x | -0.8 | 22 | 14 | x
CCCCCCC1(C)NC(=O)N(C(C)C(=O)Nc2ccc(N3CCOCC3)cc2)C1=O (stereo not given) | -2 | -3 | 3 | 0.88 | -0.7 | 16 | 2 | 1
C/C(=N\Nc1nc2ccccc2c(=O)n1O)c1ccco1 | -2 | -12 | -9 | 1.3 | 0.7 | -1 | 38 | -7
O=C(C1CCN(S(=O)(=O)c2ccc(Cl)cc2)CC1)N1CCCC1 | 0 | -4 | 2 | 1.1 | -0.6 | 8 | -12 | 3
CCN(CC)c1ccc(NC(=O)CN2CCN(CC(=O)Nc3ccccc3OC)CC2)cc1 | 8 | -36 | 2 | 0.92 | 0.4 | 21 | 12 | -3
COC(=O)C1=C(C)NC2=C(C(=O)CCC2)C1c1cn(Cc2ccc(Br)cc2)nc1-c1ccccc1 (stereo not given) | -9 | -14 | -51 | 1.1 | 2.4 | i | 9 | -20
CC1Cc2ccccc2N1C(=O)CSC1=NCCS1 (stereo not given) | 0 | 14 | 1 | 1 | -1.7 | 16 | -4 | -3
c1ccc(CN2CCC(Nc3nc(-c4ccccc4)nc4ccccc34)CC2)cc1 | 6 | -1 | -5 | 0.79 | 106* | -26 | 40 | 24
Cn1c(SCC(=O)NC2CCCC2)nnc1-c1ccccn1 | 1 | -3 | 1 | 1.1 | -0.6 | 1 | -5 | 1
N#C/C(=C\c1ccc(-c2ccc([N+](=O)[O-])cc2)o1)C(=O)Nc1nc(-c2cccs2)cs1 | -1 | -13 | 11 | 0.69 | 7.6 | 35 | 0 | 6
CCN1CCN(CCCN(Cc2ccco2)C(=S)Nc2ccc(Cl)c(C)c2)CC1 | -1 | -3 | -1 | 1.1 | 1.6 | 19 | 9 | -6
COCCN(C(=S)Nc1ccccc1OC)C1CCN(C(C)=O)CC1 | -1 | -6 | 3 | 1 | 0.0 | 28 | 10 | 8
CCCCCN(C(=O)CCC(=O)OC(C)C(=O)NC1CCCCC1)c1c(N)n(CCCC)c(=O)[nH]c1=O (stereo not given) | 0 | -13 | 0 | 1.2 | -0.7 | 3 | -4 | -4
COc1cc(OC)c(S(=O)(=O)NC(C)C)cc1C(=O)O | -1 | 4 | 2 | 1 | -0.5 | 21 | -11 | 9
O=C(NCCc1ccccc1)c1cc2ncc(Br)cn2n1 | -2 | -20 | -1 | 1.1 | 3.5 | -22 | -13 | 5
COC(=O)C[C@H]1c2cc(C(F)(F)F)ccc2S(=O)(=O)N1Cc1ccccc1 | 1 | 11 | 0 | 1.1 | -0.3 | 3 | -2 | 2
Cc1ccc(NC(=O)CNCc2ccccc2Cl)cc1S(=O)(=O)N(C)C | 1 | -10 | 0 | 1 | 0.5 | 15 | 9 | 8
C[C@@H](NC(=O)Cn1ccc(N)nc1=O)c1cccc2ccccc12 | 0 | -22 | 2 | 1 | 0.0 | 16 | -17 | 0
CCC(Sc1ncccn1)C(=O)Nc1cc(C)on1 (stereo not given) | 2 | -26 | 0 | 1.1 | -0.9 | 26 | -3 | 2
CCn1c(=O)cc(OCC(=O)N2CCc3ccccc32)c2ccccc21 | 2 | x | 1 | x | -2.6 | 15 | 10 | -3

Bioassay records (PubChem BioAssay)

Not a hit list. Share with any hit: about 6.7%.
